CXCR6 block = inhibitors of human CXCR6 receptor. O00574. CHO-K1 PathHunter CXCR6 beta-arrestin, luminescence. inhibition, % at 20 µM. 360,000 compounds, 0.36% hits. AID 602244; in the data active = inhibition above about 34%, passing the limit was not always enough;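 note: antagonist mode with CXCL16 agonist at 10 nM final; 0% = 10 nM CXCL16 with DMSO and 100% = unstimulated wells without agonist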
UBC13 inh = human UBC13 polyubiquitination inhibition; P61088; inhibition, % at 20 µM; 330,000 compounds, 0.47% hits; UBC13 polyubiquitin chain formation, TR-FRET; AID 485273; in the data active = inhibition above about 45%, passing the limit was not always enough; inconclusive = no clear call, values can overlap the other calls
Target sequence (P61088 whole entry, looked up): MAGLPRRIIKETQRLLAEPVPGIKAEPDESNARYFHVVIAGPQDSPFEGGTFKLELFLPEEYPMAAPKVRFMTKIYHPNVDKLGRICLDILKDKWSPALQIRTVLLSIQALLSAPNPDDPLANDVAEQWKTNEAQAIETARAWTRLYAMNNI
697 NFkB inh = inhibitors of the PMA/ionomycin-induced NF-kB reporter in 697 B cells. inhibition, % at 4 µM. 330,000 compounds, 0.33% hits. 697 B-cell NF-kB luciferase reporter, 16 h; in the data active = inhibition above about 35%
Jurkat NFkB inh = inhibitors of the PMA/ionomycin-induced NF-kB reporter in Jurkat cells | inhibition, % at 4 µM | 330,000 compounds, 0.53% hits | PMA/ionomycin-induced NF-kB luciferase reporter, luminescence; in the data active = inhibition above about 50%
CCR6 antag = blocks CCL20-driven beta-arrestin recruitment at human CCR6 | P51684 | CHO-K1 CCR6 PathHunter beta-arrestin, luminescence, CCL20-stimulated | inhibition, % at 20 µM | 340,000 compounds, 0.49% hits | AID 493098;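 active = compounds whose inhibition of the agonist-driven luminescence signal at 20 µM reaches about 50%, limit read from the data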;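 note: cells stimulated with CCL20 at 14 nM final; plate controls were DMSO with CCL20 for no effect and DMSO without agonist for full effect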
Target sequence (P51684 whole entry, looked up): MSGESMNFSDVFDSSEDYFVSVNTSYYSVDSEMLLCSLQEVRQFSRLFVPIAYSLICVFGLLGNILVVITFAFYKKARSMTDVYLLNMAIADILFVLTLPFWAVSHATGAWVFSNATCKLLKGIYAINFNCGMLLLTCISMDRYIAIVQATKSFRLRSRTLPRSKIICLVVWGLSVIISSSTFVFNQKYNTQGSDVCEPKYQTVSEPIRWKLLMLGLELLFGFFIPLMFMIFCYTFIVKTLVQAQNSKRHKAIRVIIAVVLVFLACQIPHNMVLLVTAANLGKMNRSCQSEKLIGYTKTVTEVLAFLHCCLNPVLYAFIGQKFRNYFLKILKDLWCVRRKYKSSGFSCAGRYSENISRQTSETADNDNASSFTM
APJ antagonist = APJ receptor antagonism. AID 2521. CHO-K1 APJ beta-arrestin complementation, luminescence. P35414. 330,000 compounds, 0.32% hits. inhibition, % at 20 µM;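 active = inhibition above about 40% at 20 µM, limit read from the data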;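 note: cells challenged with 10 nM apelin-13 agonist together with compound; plate controls were apelin-13 plus DMSO wells for no effect and DMSO wells lacking apelin-13 for full effect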
Target sequence (P35414 whole entry, looked up): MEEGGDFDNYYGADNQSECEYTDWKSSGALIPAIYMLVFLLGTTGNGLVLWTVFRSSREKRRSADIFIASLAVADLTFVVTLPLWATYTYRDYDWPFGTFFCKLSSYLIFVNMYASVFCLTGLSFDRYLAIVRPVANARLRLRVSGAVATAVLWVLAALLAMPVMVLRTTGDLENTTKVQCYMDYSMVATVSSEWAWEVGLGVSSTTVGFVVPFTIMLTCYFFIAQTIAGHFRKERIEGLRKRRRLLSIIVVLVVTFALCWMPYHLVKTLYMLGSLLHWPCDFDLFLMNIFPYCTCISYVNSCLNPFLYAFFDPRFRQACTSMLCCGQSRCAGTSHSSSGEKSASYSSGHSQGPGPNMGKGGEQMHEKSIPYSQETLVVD
Gli-Sufu block = antagonists of Gli-Sufu signaling; Sufu-KO-LIGHT fibroblasts, Gli luciferase reporter luminescence; inhibition, % at 5 µM; 340,000 compounds, 0.74% hits;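 active = inhibition above about 55%, limit read from the data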;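 note: 0% = DMSO-treated cells and 100% = wells with medium but no cells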
EBI2 antag = antagonists of human EBI2 receptor | P32249 | EBI2 beta-arrestin recruitment, luminescence, 7a,25-OHC stimulated | inhibition, % at 5 µM | 360,000 compounds, 0.81% hits; in the data active = inhibition above about 38%;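 note: enzyme fragment complementation signal reports receptor beta-arrestin coupling in cells; 0% = agonist plus DMSO wells and 100% = wells without agonist; some results beyond the cut were filed as inactive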
Starred values were filed as active, the others as inactive; i = inactive; ? = inconclusive; / = not tested or not shown; & = joins results of further samples.

SMILES	CXCR6 block	UBC13 inh	697 NFkB inh	Jurkat NFkB inh	CCR6 antag	APJ antagonist	Gli-Sufu block	EBI2 antag
CC(C)Oc1ccc(C2(C#N)CC[N+](C)(C)CC2)cc1	-1	6	19	1	-2	-10	2	-12
O=C1NC(=O)C(=Cc2ccc(-c3ccc(F)cc3O)o2)C(=O)N1	9	-27	7	-8	11	6	-6	1
Cc1ccc(NP(=O)(Oc2ccccc2F)Oc2ccccc2F)cc1	-2	6	1	9	-5	-5	10	29
CCCCn1c(O)c(C(=O)/C=C/c2c[nH]c3ccccc23)c(=O)[nH]c1=O	-7	-22	-5	-5	-6	4	-2	-5
C=CCn1c(O)c(/C(C)=N/N2CCN(C)CC2)c(=O)[nH]c1=O	2	2	3	-12	0	0	5	-9
CC1=NCCc2c1[nH]c1cc(O)ccc21	2	5	6	-3	6	-2	-2	1
COC(=O)C1=C(c2ccc(OC(F)(F)F)cc2)C[C@@H]2CC[C@H]1N2C(=O)NC(C)C	-15	14	17	15	2	3	-4	-2
COc1cc(OC)cc(-n2nc(C(=O)N3CCC4(CC3)OCCO4)c3ccccc3c2=O)c1	0	-12	-7	-7	-2	-10	6	2
Cc1ccc2c(c1)C1CN(C)CCC1N2C(=O)c1cn(-c2ccccc2)nc1-c1ccccc1 (configuration not stated)	8	8	7	4	7	4	24	17
CN(C)C(=O)Oc1ccc(OCc2n(C)c3ccccc3[n+]2C)cc1	7	-7	4	6	-3	-22	1	-12
O=[N+]([O-])c1ccc(NCCO)c2ncccc12	2	-81	-7	16	22	-12	6	5
Cc1cccc(-n2c(O)c(/C=N/N3CCOCC3)c(=O)[nH]c2=S)c1	-5	-13	-6	9	8	6	6	-12
O=C(NC1CC1)C1CSC(c2cccnc2)=N1 (configuration not stated)	-10	-4	-8	-2	-19	13	2	1
CCCCCCn1c(=O)c(C(=O)Nc2nc(CC(=O)OCC)cs2)c(O)c2ccccc21	-4	-9	-52	-20	13	-6	1	-6
Cc1cccc(N2C(=O)/C(=C/N3CCN(C(=O)c4ccco4)CC3)C(=O)NC2=S)c1	3	3	7	-1	0	-11	27	1
CCOc1cccc(C2NCc3ccccc3-n3cccc32)c1O (configuration not stated)	0	3	11	9	-4	20	0	1
CCN(CC)C(=O)c1ccc(NC(=O)COC(=O)c2ccc(Cl)s2)cc1	2	-6	12	-8	4	10	-2	1
O=P(Nc1cccc(F)c1)(Oc1ccccc1F)Oc1ccccc1F	1	0	8	7	9	-3	-7	13
CC(=O)C1C2c3ccccc3O[C@@]1(C)N=c1s/c(=C/c3ccoc3)c(=O)n12 (some centres not stated)	1	-13	-8	-2	5	8	6	2
CCOc1ccc(N2C(=O)/C(=C\c3cccs3)C(=O)NC2=S)cc1	/	-16	5	-8	31	11	12	/
S=P(Nn1cnnc1)(c1ccccc1)c1ccccc1	-2	6	13	-4	-3	-2	-3	-1
CCCCCCn1c(O)c(/C=N/N2CCCCCC2)c(=O)[nH]c1=O	7	-8	-29	-25	16	-6	-7	-3
COC(=O)C1(C(=O)O)Cc2cc([N+](=O)[O-])ccc2N2CCCC21 (configuration not stated)	2	-99	10	8	17	15	3	14
CN1C(=O)N(C)C(=O)C(CCc2ccncc2)(CCc2ccncc2)C1=O	11	-1	15	3	8	2	-3	-6
Cc1ccc(C2N(c3cc(C)on3)C(=O)C3CCCN32)cc1 (configuration not stated)	-2	-1	-8	-3	-6	9	1	-5
CC(C)COP(=O)(OCC(C)C)C(O)c1cccnc1 (configuration not stated)	5	2	-6	-2	-4	-13	3	-6
COc1ccc(C=C2C(=O)NC(=S)NC2=O)cc1	-6	/	/	/	5	/	4	6
Cc1cc(OCC(=O)N2CCC(C(=O)NCC(C)C)CC2)c2c3c(c(=O)oc2c1)CCCC3	5	21	3	16	7	-9	-7	-13
O=C1Nc2ccc(Br)cc2C(c2ccccc2)=NC1O (configuration not stated)	3	1	4	8	3	-6	-2	14
COc1ccccc1CNC(=O)CCC(=O)N1C[C@H]2C[C@@H](C1)c1cccc(=O)n1C2	-2	-4	5	0	5	-7	2	-3
O=C1N=c2ccccc2=C/C1=C\c1c(O)[nH]c(=S)[nH]c1=O	8	-10	-10	-8	-20	-10	-1	-6
COCCNC(=O)Cn1cc(C=C2C(=O)NC(=O)NC2=O)c2ccccc21	-6	-23	-8	-1	8	3	-8	-2
CC(=O)Nc1cc(C(=O)N2CCC3(CC2)OCCO3)ccc1S(=O)(=O)c1ccc(Cl)cc1	7	6	21	5	16	14	8	-6
CC(=O)OC1CCC2(/C=N/O)C(=CCC3C4CCC(=O)C4(C)CCC32)C1 (configuration not stated)	1	1	-16	12	3	6	8	-4
Cc1ccc2c(c1)C(c1ccccc1)NCC(=O)N2 (configuration not stated)	6	-8	7	9	-18	7	-20	-2
CN(C)C(CNC(=O)Cc1c(Cl)cccc1Cl)c1ccccc1 (configuration not stated)	9	0	10	3	6	-8	-1	-19
Fc1ccc(C[n+]2c(-c3ccccc3)cc(-c3ccccc3)cc2-c2ccccc2)cc1	/	34	-29	12	14	17	43	/
CC1CC(C)CC(C)C(O)C(C#N)=CC=CCC(C2CCCC2C(=O)O)OC(=O)CC(O)C(C)C1 (configuration not stated)	2	/	/	/	-10	/	87*	6
Cc1ccccc1-n1c(-c2ccco2)nc2ccccc2c1=O	-2	-6	-9	1	0	9	2	0
CN1Cc2ccccc2-n2nncc2C1	2	/	/	/	-5	/	3	-8
Nc1ncc2[nH]cnc2n1	-1&-4	7	0	-3	-1&2	8	-2&-10	0&-5
O=C(O)C(Cc1cnc[nH]1)NS(=O)(=O)c1ccc(Cl)cc1 (configuration not stated)	-2	-6	-7	3	5	6	-4	1
O=c1[nH]c2ccccc2o1	-3	-6	11	1	1	-71	-2	2
O=C(O)CCn1cc(C=C2C(=O)NC(=S)NC2=O)c(-c2ccccc2)n1	0	-15	17	4	3	1	-4	-4
COC(=O)C1=C(c2ccc(C(C)=O)cc2)C[C@@H]2CC[C@H]1N2C(=O)NC1Cc2ccccc2C1	1	3	6	5	17	10	-4	-26
O=c1[nH]c(=O)n(C2CCCCCC2)c(O)c1C=NCCCN1CCOCC1	-1	2	23	8	-25	-3	-5	-2
O=[N+]([O-])c1ccc(Cl)c(Cl)c1Cl	-5	5	21	5	-15	-16	-2	-8
Cc1cccc(-n2c(O)c(/C=N/Nc3nc4c(c(=O)n(C)c(=O)n4C)n3C)c(=O)[nH]c2=S)c1	7	-26	-29	-20	30	-18	3	-3
CCC1CCC(C)N(N=O)C1 (configuration not stated)	-4	/	/	/	2	/	2	-1
CNC(=O)OCCc1nccn1C	5	-3	-32	29	-10	6	10	-1
Cc1ncc(CN2CCCC(C(=O)c3cccc(OC(C)C)c3)C2)s1 (configuration not stated)	7	5	-10	-5	5	16	24	8
Cc1cccc(-n2c(O)c(C=Nc3ccc(Br)cn3)c(=O)[nH]c2=O)c1	-5	-5	19	-4	2	17	3	-1
C[n+]1c2ccccc2nc2ccc(NCCO)cc21	18	i	-32	26	26	15	-8	-16
CC(=NCCC(c1ccccc1)c1ccccc1)c1c(O)n(C)c(=O)n(C)c1=O	3	10	-15	8	5	4	0	-1
Cc1ccc(CN2C(=O)CN=C(c3ccccc3)c3ccccc32)cc1	7	-12	-1	3	15	11	-3	10
Cc1ccc(-c2nn(Cc3ccccc3)cc2C=O)cc1C	0	7	-41	-1	1	-3	-20	-3
COCCO[C@H]1CC[C@@]2(C)C(=CCC3C2CC[C@@]2(C)C3CC[C@]2(C)O)C1 (some centres not stated)	-4	-1	-13	-20	-1	8	-3	14
Cc1cnc(NC(=O)CN2CCCCC2)s1	-11	-6	-17	1	4	-6	17	-1
C/C(CC(c1ccccc1)c1c(O)c2ccccc2oc1=O)=N\Nc1ccc([N+](=O)[O-])cc1[N+](=O)[O-] (configuration not stated)	7	-46	-32	-8	30	-13	4	7
Cc1cc2c(cc1C)NP(=S)(c1ccccc1)N2	5	/	/	/	3	/	-7	-6

(list continues)
SMILES	CXCR6 block	UBC13 inh	697 NFkB inh	Jurkat NFkB inh	CCR6 antag	APJ antagonist	Gli-Sufu block	EBI2 antag
Cc1cccc(NC(=O)C(C)N2CC=C(c3ccccc3)CC2)c1 (configuration not stated)	-6	-6	-3	2	15	2	/	14
COc1ccc(C(=O)c2nc3ccccc3n2C(C)C)cc1	16	11	-8	2	18	5	0	10
Cc1oc(-c2ccccc2)nc1CN1C(=O)C(C)N=C(c2ccccc2F)c2cc(Cl)ccc21 (configuration not stated)	10	-2	20	5	17	25	43	11
COc1ccc(C)cc1NC1=NC(C)(C)CS1	1	2	14	2	-1	-9	-6	-10
CCC(C)n1c(O)c(/C=N/Nc2ccccc2)c(=O)[nH]c1=S (configuration not stated)	4	-5	-3	-7	10	8	-1	8
COc1ccc(OC)c(N2C(=O)/C(=C/c3ccco3)C(=O)NC2=S)c1	/	?	-3	3	43	27	5	/
CC(=O)Nc1ccc(OC(=O)N(C)c2ccccc2)cc1	0	6	-10	-4	-1	-21	-8	-9
COc1ccc(OCC(=O)N2CCN(Cc3c[nH]c4ccccc34)CC2)cc1	1	/	/	/	-11	/	17	47*
Cc1ccc(N2C(=O)NC(=O)/C(=C\C=C\c3ccco3)C2=O)cc1	32	-11	1	-2	48	-11	7	39
CCC(=NCC1CCCO1)c1c(O)n(-c2ccccc2C)c(=O)[nH]c1=O (configuration not stated)	-4	-8	-5	-12	16	-5	-2	0
CCCCn1c(NC(=O)c2ccc(Br)o2)c(C(=O)OCC)c2nc3ccccc3nc21	23	-36	8	13	43	63*	6	16
CCCNS(=O)(=O)c1ccc(OCC(=O)N2CCN(Cc3ccc4c(c3)OCO4)CC2)c(C)c1	-2	-7	-54	-3	-1	-16	48	4
CC(=O)c1c(O)n(-c2cccc(Cl)c2)c(=O)[nH]c1=O (tested in a mixture with another compound)	6	-3	3	-3	10	-2	4	-12
CN1CCN(C(=S)SCC(=O)Nc2ccc(Cl)cc2C(=O)c2ccccc2)CC1	0	5	6	0	6	6	13	17
COP(=O)(CC(=O)O)c1ccccc1 (configuration not stated)	-10	-5	-8	-24	5	-1	1	-11
CC12CN3CC(C)(CN(C1)C31CCSCC1)C2=O	3	3	-13	5	3	15	10	0
CCN1CCN(CC(=O)c2c(C)n(Cc3ccccc3)c3ccc(OC)cc23)CC1	8	9	-17	-15	7	7	12	4
Cn1c[n+](C)cc1C(O)c1ccccc1 (configuration not stated)	-4&-2	7&5	-16&5	-1&-3	5&3	15&10	-1&-1	-9&-1
NS(=O)(=O)c1ccc(-c2ccc(C=C3C(=O)NC(=O)NC3=O)o2)cc1	8	-17	1	0	9	-10	-10	3
CC(=O)C1(O)CCC2C3CCC4=C(Cl)C(=O)CCC4(C)C3CCC21C (configuration not stated)	-6	/	/	/	-4	/	0	3

Quoted at random: 5 entries already listed, in no set order.
SMILES	CXCR6 block	UBC13 inh	697 NFkB inh	Jurkat NFkB inh	CCR6 antag	APJ antagonist	Gli-Sufu block	EBI2 antag
CC12CN3CC(C)(CN(C1)C31CCSCC1)C2=O	3	3	-13	5	3	15	10	0
COP(=O)(CC(=O)O)c1ccccc1 (configuration not stated)	-10	-5	-8	-24	5	-1	1	-11
COc1ccc(OC)c(N2C(=O)/C(=C/c3ccco3)C(=O)NC2=S)c1	/	?	-3	3	43	27	5	/
Cc1cccc(NC(=O)C(C)N2CC=C(c3ccccc3)CC2)c1 (configuration not stated)	-6	-6	-3	2	15	2	/	14
COc1ccc(C(=O)c2nc3ccccc3n2C(C)C)cc1	16	11	-8	2	18	5	0	10

Continuation:
SMILES	CXCR6 block	UBC13 inh	697 NFkB inh	Jurkat NFkB inh	CCR6 antag	APJ antagonist	Gli-Sufu block	EBI2 antag
CCCCS(=O)(=O)N1CCN(C(=N)N[N+](=O)[O-])CC1	-5	-7	4	2	9	-2	-4	0
O=C1NC(=O)C2(C(=O)N1)C(c1ccc(F)cc1)NC(=S)NC2c1ccc(F)cc1 (configuration not stated)	-2	3	-12	5	-3	5	8	1
CCN(CC)c1ccc(N=Cc2c(O)n(Cc3ccco3)c(=O)[nH]c2=O)cc1	-5	-12	-8	14	6	-6	-2	-10
COc1ccc(C(=O)C2CCCN(Cc3ccccn3)C2)c(OC)c1 (configuration not stated)	-2	1	-8	3	-7	8	25	-6

Source: PubChem (Sanford-Burnham Center for Chemical Genomics)

A portion of the library; rates above refer to the full screens.
